# Assay outcomes deposited in PubChem by Broad Institute.
# Pf Dd2 inh: inhibitors of Plasmodium falciparum Dd2 growth; P. falciparum Dd2 growth, SYBR Green, 72 h; stronger effect = lower value; activity change, % at 10 µM; 94,000 compounds, 2.3% hits; AID 1159554; in the data active means activity change below about -80%; inconclusive means no clear call, values can overlap the other calls
# KDM4C inh: inhibitors of human demethylase GASC-1 KDM4C | Q9H3R0 | GST-KDM4C 2-372, H3K9me3 peptide, LANCE TR-FRET | inhibition, % at 12.5 µM | 96,000 compounds, 0.15% hits;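 active means mean replicate inhibition above about 25%, with at least 55% of replicates also reaching it, limit read from the data, passing the limit was not always enough; inconclusive means only one of those two conditions met; inactive means neither condition met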
# Target sequence (Q9H3R0 2-372 limits assumed): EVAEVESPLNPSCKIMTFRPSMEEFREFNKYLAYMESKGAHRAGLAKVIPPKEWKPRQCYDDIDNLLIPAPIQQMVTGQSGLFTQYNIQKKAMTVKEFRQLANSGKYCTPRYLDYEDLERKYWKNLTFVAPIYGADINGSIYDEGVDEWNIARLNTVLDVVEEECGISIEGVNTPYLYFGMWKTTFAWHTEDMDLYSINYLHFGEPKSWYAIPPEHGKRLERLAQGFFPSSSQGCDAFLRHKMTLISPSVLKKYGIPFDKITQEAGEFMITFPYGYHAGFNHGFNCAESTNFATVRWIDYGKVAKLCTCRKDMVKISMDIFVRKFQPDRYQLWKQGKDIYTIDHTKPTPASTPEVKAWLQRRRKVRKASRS
#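 material = GST-tagged GASC-1 (JMJD2C) catalytic fragment, aa 2-372 | amount = enzyme final amount 10 nM | medium = HEPES buffer, pH 7.5, plus ascorbate | also added = H3K9me3 peptide substrate, Fe(II), 2-oxoglutarate | dosing = single dose | times = 30 min demethylation and 1 h detection at room temperature | detection = LANCE TR-FRET | read-out basis = Fall in 671/618 emission ratio as inhibition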
# T cruzi growth: inhibitors of T. cruzi proliferation | T. cruzi beta-gal in NIH3T3, GalScreen luminescence, 90 h | inhibition, % at 8.34 µM | 77,000 compounds, 5.9% hits | AID 624255;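 active means mean inhibition above about 93%, with at least 55% of replicates each passing it, limit read from the data, passing the limit was not always enough; inconclusive means only one of those two conditions holds; inactive means neither condition holds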
# C diff HTS: blocks growth of Clostridium difficile | growth activity, negative = inhibition, % at 16 µg/mL (by protocol) | AID 1259249 | 86,000 compounds, 0.25% hits | Clostridium difficile clinical isolate growth, OD600, 24 h; stronger effect = lower value;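 active means mean growth activity at or below -80% and every replicate also at or below -80%; inconclusive means mean at or below -80% but some replicate above -80%; inactive means mean growth activity above -80%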;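 further: 0% = DMSO wells and -100% = levofloxacin 16 µg/mL wells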
# An asterisk follows results filed as active; ? = inconclusive; . = no result given; & = joins results of further samples.
SMILES,Pf Dd2 inh,KDM4C inh,T cruzi growth,C diff HTS
C[C@@H]1CN([C@H](C)CO)C(=O)c2cc(C#CC3CC3)cnc2O[C@@H]1CN(C)Cc1ccccn1,49,-1.1,16,2
Cc1cccc(S(=O)(=O)N2CC[C@@H]3[C@H](CO)N(C)c4ccc(-c5cccc(C#N)c5)cc4[C@@H]32)c1,3,-2.3,77,8
COc1ccc(CN(C)C[C@H]2OCCCC[C@H](C)Oc3ccc(NC(=O)Nc4ccc(OC)cc4)cc3C(=O)N([C@@H](C)CO)C[C@H]2C)cc1,20,0.8,2,.
CCCC(=O)Nc1ccc2c(c1)C(=O)N(C)C[C@H](OC)[C@@H](C)CN(C(=O)CC)[C@@H](C)CO2,.,-0.9,6,.
OC[C@H]1CC[C@@H]2O[C@H](CCc3ccc(C#CCc4ccccc4)cc3)[C@H](n3cc(-c4ccccc4)nn3)C[C@@H]2O1,?,.,.,1
Cc1noc(C)c1NC(=O)N(C)C[C@@H]1Oc2c(NC(=O)Nc3ccc(F)cc3)cccc2C(=O)N([C@H](C)CO)C[C@H]1C,48,-0.4,2,16
C[C@@H]1CN([C@@H](C)CO)C(=O)c2cc(NS(=O)(=O)c3ccccc3)ccc2O[C@@H](C)CCCCO[C@H]1CN(C)C(=O)Nc1ccc(C(F)(F)F)cc1,-19,0.2,.,-1
COc1ccc2c3c(n(C)c2c1)[C@H](CO)N(C(=O)c1cccnc1)CC31CN(S(C)(=O)=O)C1,7,-0.1,.,-11
C[C@H](NC(=O)C[C@H]1CC[C@H]2[C@@H](COC[C@@H](O)CN2C(=O)Nc2cccc(Cl)c2)O1)c1ccccc1,6,1.5,37,43&7
COc1ccc(S(=O)(=O)Nc2ccc3c(c2)CC(=O)N([C@H](C)CO)C[C@H](C)[C@H](CN(C)C(=O)NC(C)C)O3)cc1,13,-0.2,16,-1
C[C@H](CO)N1C[C@H](C)[C@H](CN(C)S(=O)(=O)c2ccccc2)Oc2ccc(NC(=O)C3CCCCC3)cc2CC1=O,-16,-1.0,29,2
O=C(c1cnccn1)N1CC(=O)N2[C@H](CO)[C@@H](c3ccc(/C=C/c4ccccc4)cc3)[C@H]2C1,-9,-1.7,.,-6
O=C(C[C@H]1CC[C@H]2[C@@H](COC[C@H](O)CN2C(=O)Nc2cccc(F)c2)O1)NCc1ccccc1Cl,-38,-0.4,.,17&7
CC(C)CC#Cc1cnc2c(c1)C(=O)N([C@H](C)CO)C[C@H](C)[C@H](CN(C)Cc1ccccc1)O2,-24,2.1,.,41
CN1c2ccc(-c3ccc(C#N)cc3)cc2[C@@H]2[C@@H](CCN2C(=O)Cc2ccccn2)[C@@H]1CO,-2,0.7,70,-13

# The list goes on, starting with the last 6 of the part before.
SMILES,Pf Dd2 inh,KDM4C inh,T cruzi growth,C diff HTS
COc1ccc(S(=O)(=O)Nc2ccc3c(c2)CC(=O)N([C@H](C)CO)C[C@H](C)[C@H](CN(C)C(=O)NC(C)C)O3)cc1,13,-0.2,16,-1
C[C@H](CO)N1C[C@H](C)[C@H](CN(C)S(=O)(=O)c2ccccc2)Oc2ccc(NC(=O)C3CCCCC3)cc2CC1=O,-16,-1.0,29,2
O=C(c1cnccn1)N1CC(=O)N2[C@H](CO)[C@@H](c3ccc(/C=C/c4ccccc4)cc3)[C@H]2C1,-9,-1.7,.,-6
O=C(C[C@H]1CC[C@H]2[C@@H](COC[C@H](O)CN2C(=O)Nc2cccc(F)c2)O1)NCc1ccccc1Cl,-38,-0.4,.,17&7
CC(C)CC#Cc1cnc2c(c1)C(=O)N([C@H](C)CO)C[C@H](C)[C@H](CN(C)Cc1ccccc1)O2,-24,2.1,.,41
CN1c2ccc(-c3ccc(C#N)cc3)cc2[C@@H]2[C@@H](CCN2C(=O)Cc2ccccn2)[C@@H]1CO,-2,0.7,70,-13
C/C=C/c1cnc2c(c1)C(=O)N([C@@H](C)CO)C[C@H](C)[C@H](CN(C)C(=O)c1cccc(F)c1)O2,15,-1.3,.,-2
CO[C@H]1CN(C)C(=O)c2cc(NC(=O)c3cc(C)on3)ccc2OC[C@H](C)NC[C@H]1C,-4,0.0,-34,.
COc1ccc2c3c(n(C)c2c1)[C@@H](CO)N(C(=O)C1CCC1)CC31CCN(C(=O)c2ccncc2)CC1,-57,-0.9,.,-1
C[C@@H]1CN([C@H](C)CO)C(=O)c2cc(-c3ccncc3)cnc2O[C@H]1CN(C)C(=O)c1ccccc1F,18,1.4,76,0
COc1ccc(NC(=O)N(C)C[C@@H]2OCCCC[C@H](C)Oc3ccc(NC(=O)NC(C)C)cc3C(=O)N([C@@H](C)CO)C[C@@H]2C)cc1,-49,0.6,78,3
COc1cccc(C(=O)Nc2ccc3c(c2)C(=O)N(C)C[C@@H](OC)[C@@H](C)CN(CCc2ccccc2)[C@H](C)CO3)c1,-30,2.3,61,.
C[C@H](CO)N1C[C@H](C)[C@H](CN(C)C(=O)c2ccncc2)OCCCC[C@H](C)Oc2ccc(NC(=O)NC3CCCCC3)cc2C1=O,33,0.9,55,-6
C[C@H](CO)N1C[C@H](C)[C@@H](CN(C)C(=O)C2CCC2)Oc2ncc(-c3ccc(F)cc3)cc2C1=O,10,-0.3,.,2
C[C@@H]1CN([C@@H](C)CO)C(=O)c2cccc(N(C)C)c2O[C@@H]1CN(C)Cc1ccc2c(c1)OCO2,15,1.2,-1,1
O=C(c1cccc(F)c1)N1CC[C@@H]2[C@@H](CO)Nc3ccc(-c4ccccc4F)cc3[C@@H]21,7,-0.2,40,7
Cc1ccc(S(=O)(=O)Nc2ccc3c(c2)C(=O)N([C@H](C)CO)C[C@@H](C)[C@H](CN(C)Cc2ccc(Cl)c(Cl)c2)OCCCC[C@@H](C)O3)cc1,-72,1.3,.,9
O=C(C[C@H]1C=C[C@@H](NC(=O)Nc2ccccc2F)[C@H](CO)O1)NCc1ccc(F)cc1,-9,1.1,5,3
Cc1noc(C)c1NC(=O)Nc1ccc2c(c1)C(=O)N([C@@H](C)CO)C[C@H](C)[C@@H](CN(C)C(=O)Nc1ccccc1)OCCCC[C@H](C)O2,-24,-1.3,5,0
O=C(c1cccc(F)c1)N1C[C@@H]2[C@H](c3ccccc31)[C@@H](CO)N2C(=O)c1cccc(F)c1,-60,0.3,-23,0
CS(=O)(=O)Nc1ccc2c(c1)[C@H]1C[C@@H](CC(=O)NCc3ccccn3)O[C@H](CO)[C@H]1O2,16,2.9,42,0
O=C(Nc1ccc(F)cc1)N1CCCCN2[C@H](C1)[C@H](c1ccc(C#CC3CC3)cc1)[C@@H]2CO,-47,-1.3,122*,43
C[C@@H]1CN([C@H](C)CO)C(=O)c2cc(NC(=O)Cn3cnnn3)ccc2O[C@@H]1CN(C)C(=O)NC1CCCCC1,20,-0.2,81,-6
C[C@@H]1CN([C@@H](C)CO)C(=O)CCCn2nncc2CO[C@@H]1CN(C)S(=O)(=O)c1cccc(F)c1,8,.,-22,4
C[C@H]1CN([C@@H](C)CO)S(=O)(=O)c2ccc(-c3cccc(C#N)c3)cc2O[C@H]1CN(C)Cc1ccccn1,-15,2.4,-9,1
CNC[C@H]1Oc2ccc(NC(=O)C3CC3)cc2CC(=O)N([C@@H](C)CO)C[C@@H]1C,34,-0.8,-35,-1
C[C@H](CO)N1C[C@H](C)[C@@H](CN(C)CC2CCCCC2)Oc2ccc(NC(=O)C3CCCCC3)cc2C1=O,27,.,-16,1
Cc1noc(C)c1S(=O)(=O)N(C)C[C@H]1Oc2ccc(NC(=O)NC3CCCCC3)cc2CC(=O)N([C@H](C)CO)C[C@H]1C,11,-1.0,8,-3
O=C(NCCc1ccccc1)[C@@H]1[C@@H](CO)[C@@H]2Cn3c(cccc3=O)[C@H]1N2Cc1ccccn1,.,12,48,-10
COc1ccc(S(=O)(=O)Nc2ccc3c(c2)C(=O)N([C@H](C)CO)C[C@@H](C)[C@H](CN(C)S(=O)(=O)c2cn(C)cn2)O3)cc1,8,0.5,4,-1
C[C@H](CO)N1C[C@H](C)[C@H](CN(C)C(=O)Nc2cccc(F)c2)Oc2ncc(C3=CCCCC3)cc2C1=O,-7,-0.5,-96,-2
COc1ccc2c3c([nH]c2c1)[C@@H](CO)N(C(=O)c1cnccn1)CC31CN(C(=O)c2cnccn2)C1,4,0.7,.,-11
C[C@@H]1CN([C@H](C)CO)C(=O)c2cc(NC(=O)Nc3ccc(F)cc3)ccc2O[C@@H](C)CCCCO[C@H]1CN(C)S(=O)(=O)c1cccs1,-72,-0.1,33,5
CO[C@H]1CN(C)C(=O)c2cc(NC(=O)C3CCOCC3)ccc2OC[C@@H](C)N(C(C)=O)C[C@@H]1C,15,2.0,-30,.
C[C@H](CO)N1C[C@H](C)[C@@H](CN(C)CC2CCCC2)Oc2ncc(-c3ccc(F)cc3)cc2C1=O,-24,-1.4,-24,6
C[C@@H]1CCCCO[C@@H](CN(C)CC2CCCCC2)[C@H](C)CN([C@@H](C)CO)C(=O)c2cc(NC(=O)CCCCCC(=O)Nc3ccccc3N)ccc2O1,-81*,-0.2,67,-2
O=C(C[C@H]1C[C@@H]2c3cc(NC(=O)C4CCOCC4)ccc3O[C@@H]2[C@@H](CO)O1)NCc1ccccc1,-4,-1.6,-6,2
CCC(=O)Nc1ccc2c(c1)OC[C@H](C)N(C(=O)CC)C[C@@H](C)[C@H](OC)CN(C)C2=O,.,-2.1,-5,.
C[C@@H]1CN([C@H](C)CO)C(=O)Cc2cc(NC(=O)Cn3cnnn3)ccc2O[C@H]1CN(C)C(=O)Nc1ccc2c(c1)OCO2,26,-1.3,-13,13
COc1ccc(S(=O)(=O)N2CCCCN3[C@H](CO)[C@@H](c4ccc(C#CCC(C)C)cc4)[C@H]3C2)cc1,-14,-0.3,10,65
Cc1ccc(S(=O)(=O)N(C)C[C@@H]2Oc3ccc(NC(=O)CCCCCC(=O)Nc4ccccc4N)cc3CC(=O)N([C@H](C)CO)C[C@@H]2C)cc1,-87*,-0.8,49,-2
COc1ccccc1-c1ccccc1[C@H]1[C@@H](CO)N(C(=O)C2CCOCC2)[C@H]1C#N,14,-0.9,.,-3
CCCNC(=O)Nc1ccc2c(c1)C(=O)N(C)C[C@H](OC)[C@@H](C)CN(Cc1ccccn1)[C@H](C)CO2,6,1.7,8,0
CCC(=O)N(C)C[C@H]1Oc2ncc(C#Cc3cccnc3)cc2C(=O)N([C@@H](C)CO)C[C@@H]1C,-1,.,37,1
CCNC(=O)Nc1ccc2c(c1)C(=O)N(C)[C@@H]1CC[C@@H](CC(=O)NCc3ccc(F)cc3)O[C@@H]1CO2,9,-0.4,21,1
O=C(C[C@H]1CC[C@H]2[C@@H](COC[C@H](O)CN2Cc2cccc(F)c2)O1)NCc1ccncc1,6,0.7,35,6&-2
CCCNC(=O)N1CC2(CN(Cc3ccccn3)C2)c2c(n(C)c3cc(OC)ccc23)[C@@H]1CO,-73,0.1,.,-6
CCC(=O)Nc1ccc2c(c1)C(=O)N(C)C[C@@H](OC)[C@H](C)CN(CC1CCCCC1)[C@@H](C)CO2,-72,-0.4,25,.
COc1ccc(NC(=O)Nc2ccc3c(c2)C(=O)N([C@H](C)CO)C[C@H](C)[C@H](CN(C)Cc2ccc(C(=O)Nc4ccccc4N)cc2)OCCCC[C@@H](C)O3)cc1,-87*,2.3,.,4
C[C@@H]1CN([C@@H](C)CO)C(=O)c2cc(NC(=O)Cc3ccccc3)ccc2O[C@@H]1CN(C)Cc1ccc(-c2ccccc2)cc1,15,0.4,?,14
CC=Cc1ccc2n(c1=O)C[C@H]1[C@H](CO)[C@@H](C(=O)N[C@H](C)c3ccccc3)[C@@H]2N1Cc1ccncc1 (mixture of isomers),-4,2.8,25,-6
COc1ccc(-c2ccc3c(c2)O[C@H](CN(C)CC2CCOCC2)[C@@H](C)CN([C@@H](C)CO)S3(=O)=O)cc1,-13,-1.7,41,-9
C[C@H]1CCCCO[C@H](CN(C)Cc2ccc3c(c2)OCO3)[C@@H](C)CN([C@@H](C)CO)C(=O)c2cc(NS(=O)(=O)c3cccs3)ccc2O1,0&29,0.2,45&43,2&-2
O=C(Nc1ccccc1)N1CC(=O)N2[C@H](C1)[C@H](c1ccc(C#CC3CCCC3)cc1)[C@@H]2CO,-22,13,.,-7
C[C@@H]1CN([C@@H](C)CO)C(=O)Cc2cc(NC(=O)Nc3ccc(F)cc3)ccc2O[C@H]1CN(C)Cc1ccc(Cl)c(Cl)c1,-75,0.2,19,35
CCCNC(=O)Nc1ccc2c(c1)C(=O)N(C)C[C@@H](OC)[C@H](C)CN(Cc1ccc(-c3ccccn3)cc1)[C@H](C)CO2,-50,0.3,74,.
CO[C@@H]1CN(C)C(=O)c2cc(NC(=O)c3ccccc3)ccc2OC[C@H](C)N(C(=O)C2CC2)C[C@@H]1C,-34,3.2,50,.
COc1ccc2c3c(n(C)c2c1)[C@@H](CO)N(CC1CC1)CC31CN(C(=O)CN2CCOCC2)C1,-22,-0.5,.,5
